m5-HT2A agonist – agonists of mouse serotonin 5-HT2A receptor (HTR2A); CHO-K1 mHTR2A beta-arrestin complementation, luminescence; percent of 30 µM serotonin response; AID 624169; P35363; hit rate 0.66% among 360,000; activation, % at 7.6 µM;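 active = activation above a run cutoff, the mean activation of all tested compounds plus 3 SD, cut at about 14% in these data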;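 note: 0% = plate median of compound wells and 100% = 30 µM serotonin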
Target sequence (P35363 whole entry, looked up): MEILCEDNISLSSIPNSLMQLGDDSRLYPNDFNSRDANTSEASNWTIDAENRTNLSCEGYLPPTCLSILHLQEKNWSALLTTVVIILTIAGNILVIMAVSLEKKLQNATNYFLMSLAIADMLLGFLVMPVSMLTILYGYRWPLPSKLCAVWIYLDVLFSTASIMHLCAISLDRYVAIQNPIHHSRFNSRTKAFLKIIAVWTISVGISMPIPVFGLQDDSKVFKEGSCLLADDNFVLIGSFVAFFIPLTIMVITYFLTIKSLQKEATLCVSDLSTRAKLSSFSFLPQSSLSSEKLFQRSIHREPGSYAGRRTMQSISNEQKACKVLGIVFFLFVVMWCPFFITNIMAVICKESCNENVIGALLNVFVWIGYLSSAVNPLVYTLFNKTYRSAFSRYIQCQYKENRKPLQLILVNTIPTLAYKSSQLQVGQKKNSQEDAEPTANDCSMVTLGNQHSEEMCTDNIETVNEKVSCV
MC4R antag cAMP – antagonists of human melanocortin 4 receptor (MC4R). P32245. MC4R-expressing cells, MTII-stimulated cAMP, LANCE TR-FRET. inhibition, % at 6.5 µM. hit rate 0.48% among 360,000. AID 540295;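 active = inhibition above its plate's cutoff, the mean of tested wells on that plate plus 3 SD, cut at about 29% in these data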;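 note: 0% = Melanotan II alone and 100% = Melanotan II plus saturating MCL0020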
Target sequence (P32245 whole entry, looked up): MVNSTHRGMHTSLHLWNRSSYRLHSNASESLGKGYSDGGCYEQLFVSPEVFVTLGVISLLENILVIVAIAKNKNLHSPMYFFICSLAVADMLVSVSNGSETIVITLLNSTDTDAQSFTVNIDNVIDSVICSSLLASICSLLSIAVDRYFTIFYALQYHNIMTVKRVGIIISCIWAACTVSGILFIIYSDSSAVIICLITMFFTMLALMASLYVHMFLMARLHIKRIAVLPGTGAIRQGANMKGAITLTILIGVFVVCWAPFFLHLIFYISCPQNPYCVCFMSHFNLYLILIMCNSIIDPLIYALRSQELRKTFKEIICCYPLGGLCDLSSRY
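material = U2OS cells stably expressing human melanocortin 4 receptor (MC4R) | also added = Melanotan II challenge | dosing = single nominal compound dose of 6.5 µM | detection = TR-FRET with Eu-cAMP and labeled anti-cAMP, 671 nm | replication = singlicate | timing = compound 30 min, challenge 1 h, detection 1 h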
Cardio protect – protects H9c2 cardiomyocytes from peroxide injury; H2O2 injury protection, ATPLite, 2 h; protection from H2O2 cell death, % at 20 µM; hit rate 0.63% among 360,000;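 active = compounds giving at least 50% protection of heart cells from peroxide-induced death in the single-dose screen, raw or plate-pattern-corrected value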;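 note: 0% = DMSO wells with peroxide and 100% = DMSO wells without peroxide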
MC4R ag barr – activates human MC4R beta-arrestin recruitment; U2OS MC4R beta-arrestin complementation, luminescence; percent of melanotan II response, DMSO zero; P32245; activation, % at 8.9 µM; hit rate 0.98% among 360,000;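 active = activation above a per-plate cutoff, the mean activation of sample wells on that plate plus 3 SD, cut at about 8% in these data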
Exocytosis inh – blocks lytic granule exocytosis; TALL-104 LAMP-1 surface exposure, flow cytometry; cells stimulated with thapsigargin and PMA; inhibition, % at 10 µM; hit rate 0.66% among 360,000; AID 651702;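 active = inhibition above about 55%, limit read from the data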
ABCB6 inh 2 – blocks the human ABCB6 transporter | fluorescence ratio to DMSO, % at 10 µM | hit rate 0.19% among 360,000 | Q9NP58 | K562-ABCB6 porphyrin accumulation, flow cytometry, 1 h; hits give low values;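 active = fluorescence ratio to DMSO below 75%, the collection mean minus 3 SD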;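 note: signal is porphyrin accumulated inside mitochondria; 100% equals median channel fluorescence of DMSO control wells; lower ratio means ABCB6 inhibition with less porphyrin fluorescence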
N-glyco inh – blocks N-linked glycosylation in D54 reporter cells; D54 ERlucT glycosylation luciferase reporter, 24 h; percent of 100 nM tunicamycin response; reporter increase, % at 12.5 µM; hit rate 0.23% among 360,000; AID 588692;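 active = mean luciferase reporter signal, scaled so untreated is 0 and the glycosylation-blocking control 100, at or above a set limit in every replicate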;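 note: luciferase carries N-glycosylation sites so blocking glycosylation raises the light; 0% = median of neutral control wells and 100% = median of 100 nM tunicamycin wells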
ABHD5 PLIN5 PPI – ABHD5-PLIN5 protein interaction inhibition. Q00G26+Q8WTS1. Split G. princeps luciferase complementation, luminescence, 4 h. inhibition, % at 4 µM. hit rate 0.78% among 360,000. AID 602281;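 active = inhibition above the mean inhibition across every tested compound plus 3 SD, cut at about 22% in these data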;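 note: 0% = DMSO only wells and the 100% control is not disclosed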
iPSC survival up – enhancers of human iPSC single-cell survival; hiPSC single-cell survival, ATPlite luminescence; 100% = ROCK inhibitor wells, 0% = DMSO; survival enhancement, % at 20 µM; AID 602274; hit rate 0.044% among 360,000; in the data active = survival enhancement above about 18%;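 note: cells exposed to compounds for 16 hours before the ATP read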
aDG glyco up – alpha-DG glycosylation activation; Pro5-aDG cells, alpha-DG glycosylation AlphaScreen (IIH6); 0% Pro5, 100% B10-LARGE cell signal; activation, % at 10 µM; hit rate 0.22% among 360,000; AID 624168;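 active = activation of at least 8% versus controls, or a plate z-score of at least 8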;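 note: Pro5 are CHO cells carrying HIG-tagged alpha-DG that lacks glycosylation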
An asterisk follows results filed as active; . = no result given. Hits appear at their usual frequency; 4.5% or so of the library scored in one or more.

Values run as follows: m5-HT2A agonist	MC4R antag cAMP	Cardio protect	MC4R ag barr	Exocytosis inh	ABCB6 inh 2	N-glyco inh	ABHD5 PLIN5 PPI	iPSC survival up	aDG glyco up
COc1ccccc1OCC(=O)NCCS(=O)(=O)N1CCN(c2ccccc2)CC1
    3	8	4	1.1	0	96	-1	3	-0.5	-0.1
Cc1ccnc(N(C(=O)c2cccs2)C(=O)c2cccs2)c1
    1	2	-21	-0.7	-2	98	-1	2	-0.8	-0.1
COc1ccc(-c2nc3cc(C)c(Br)c(C)n3c2Cc2ccccc2C(F)(F)F)cc1OC
    0	.	.	.	-8	98	.	-2	-0.3	0.0
CCOC(=O)c1cc(-c2nnc(SCC(=O)Nc3ccc(F)cc3)o2)c(C)nc1C
    1	10	6	4.4	6	102	2	-3	4.6	0.1
CC(C)OC(=O)CCCNc1ccc([N+](=O)[O-])cc1[N+](=O)[O-]
    3	-3	-6	-0.9	-3	98	-1	-2	0.5	0.6
C=CCn1c(SCCC(=O)O)nc2c1c(=O)n(C)c(=O)n2C
    8	-1	3	-1.2	4	95	-1	-1	-0.4	-0.2
CC(Cc1cccnc1)NC(=O)c1cc(COc2c(F)cccc2F)on1 (stereo not drawn)
    -2	2	2	-3.7	-11	97	-2	-1	0.6	-0.1
CCC(CC)C(=O)c1c[nH]c(C(=O)NC2CCCCCC2)c1
    -9	21	-2	-3.6	1	97	.	-3	-0.4	0.3
O=C(NCc1ccco1)Nc1cccc(-c2ccccc2)c1
    1	7	1	-0.1	9	101	-1	-5	-2.1	-0.1
COC(=O)COc1ccc(/C=C2/NC(=O)N(CC(=O)OC)C2=O)cc1
    -1	8	4	-2.3	1	93	2	1	1.5	0.0
COc1ccccc1CNS(=O)(=O)c1ccc(Cl)s1
    -2	4	-1	-0.9	-1	101	-1	-2	-0.6	-0.2
O=C(NCCCNC(=O)c1ccccc1)c1ccccc1
    -2	4	4	-1.2	-6	97	-1	-4	-0.2	-0.1
CCOC(=O)c1cc2c(=Cc3ccc(N(C)C)cc3)c3ccccc3n2[n+]1C
    -3	-32	-20	-0.2	67*	739	40*	6	-3.2	0.3
COc1ccc(N2CCC(CNC(=S)Nc3c(C)cc(C)cc3C)C2)cc1 (stereo not drawn)
    1	4	-9	-1.0	-5	98	-3	1	-0.6	0.4
O=C(COc1ccc(Cl)cc1)NNC(=O)C(=O)NC1CCCCC1
    5	-5	8	-0.7	0	102	-1	-2	-0.2	0.0
CC[C@@H](C)[C@@H]1CN([C@@H](C)CN2CCC[C@H]2CN2C(N)=NC[C@H]2CC(C)C)C(=N)N1CCc1ccc(Cl)c(Cl)c1
    -6	12	5	-0.8	-3	91	1	30*	1.1	-0.1
CC12CCC(C(=O)NNc3ccccc3)(OC1=O)C2(C)C (stereo not drawn)
    2	24	-3	-1.1	2	98	1	2	-0.5	-0.1
Fc1ccc(-c2cc(C(F)(F)F)n3ncnc3n2)cc1
    3	23	4	-0.5	-4	96	-3	6	1.5	0.4
COc1cc(/C=C/C(=O)OCC(=O)NC(=O)C2COc3ccccc3O2)ccc1OC(F)F (stereo not drawn)
    -2	2	6	6.3	12	98	1	-2	1.7	0.0
CCCCCCOC(=O)CCc1c(C)nc(N)[nH]c1=O
    -2	-5	12	-2.0	-3	94	3	4	7.5	0.0
Cc1cccc(C)c1-n1nnnc1C1(C)CCC(=O)N1Cc1ccco1 (stereo not drawn)
    0	.	.	.	-3	98	.	3	0.4	-0.2
CC(=O)Nc1ccc(NC(=O)CCCNC(=O)c2ccc(Cl)cc2)cc1
    -2	7	2	-1.1	-11	99	2	1	-0.6	0.0
CC(=O)N1CCOc2ccc(S(=O)(=O)NCCc3ccc(S(N)(=O)=O)cc3)cc21
    0	2	2	1.2	-12	103	0	10	-0.3	-0.3
Cc1ccc2cc(C#N)c(SCC(=O)N3CCCc4ccccc43)nc2c1C
    -3	2	18	-1.1	-2	91	-3	-5	-1.3	0.4
O=C1CCN(CCc2ccccc2)CCN1[C@H](COc1ccccc1)c1ccccc1
    -12	4	4	1.7	-1	89	-4	-3	0.6	-0.2
O=C(COC(=O)c1ccc(N2CCCC2=O)cc1)c1ccc(OC(F)F)cc1
    -2	-5	-5	-0.4	-6	89	2	2	-0.1	-0.1
O=C(Nc1ccc(NC(=O)c2ccccc2F)cn1)c1ccco1
    3	18	-19	-0.4	-10	100	-16	7	-0.9	-0.1
COCC(C)NC(=S)NC(=O)c1cc(S(=O)(=O)N2CCOCC2)ccc1C (stereo not drawn)
    5	3	-2	-2.6	-2	99	-2	4	-1.8	0.3
CCOC(=O)C1=C(O)/C(=C\c2ccc(CNC(=O)C(=O)Nc3ccccc3)o2)N=C1C
    9	-3	3	0.0	8	111	1	8	9.9	0.5
COC(=O)[C@]12CCCCC=C1N(CCC1=CCCCC1)C(=O)[C@H](CC(=O)N1CCC(c3ccccc3)CC1)C2
    -3	.	.	.	5	100	.	-7	0.5	0.0

Values run as follows: m5-HT2A agonist	MC4R antag cAMP	Cardio protect	MC4R ag barr	Exocytosis inh	ABCB6 inh 2	N-glyco inh	ABHD5 PLIN5 PPI	iPSC survival up	aDG glyco up
O=C(COC(=O)c1ccc2ncsc2c1)NCc1cccc(Cl)c1
    3	-7	1	0.7	-5	99	1	8	0.1	0.0
O=S(=O)(Nc1ncccn1)c1ccc(NC(=S)N2CCN(c3cccc(C(F)(F)F)c3)CC2)cc1
    4	16	2	-3.8	1	95	0	-8	-0.2	0.0
COC(=O)c1ccc(C(=O)OC)c(NC(=S)N2CCC(C)CC2)c1
    7	18	4	2.5	-3	101	2	-4	1.2	0.1
O=C(O)c1cc(-c2ccc(Cl)s2)nc2ccccc12
    -1	34*	-3	0.7	-3	105	-1	-4	0.5	-0.1
O=C(c1ccccc1)[C@@H]1[C@@H]2C(=O)N(c3ccc(F)cc3)C(=O)[C@@H]2C2CCCN21 (stereo partly drawn)
    -5	23	3	-2.7	25	104	2	17	0.0	-0.1
O=C(CCn1cccc1)N1CCc2ccccc21
    1	-5	1	2.0	-4	89	2	-1	-1.4	0.0
CC(=O)C(=Cc1ccc(Cl)cc1)C(=O)c1ccccc1
    -8	.	-8	.	9	95	4	85*	0.6	-0.3
C=CCNC(=O)C1CCC(CNc2nc(=S)[nH]c3ccccc23)CC1 (stereo not drawn)
    2	10	7	1.6	-10	99	5	-10	0.5	0.0
CC1CCCCN1S(=O)(=O)c1ccc(C(=O)Nc2nnc(C3=COCCO3)o2)cc1 (stereo not drawn)
    5	0	30	-2.9	-1	98	5	0	-0.2	0.1
CCCOc1ccc(OC(=O)c2ccc(Br)o2)cc1
    0	7	-5	0.8	1	94	-1	8	4.2	-0.2
O=C(Cn1nc(-c2ccccc2)c2ccccc2c1=O)Nc1cccnc1
    -1	0	11	-2.8	3	89	-3	2	4.5	0.3
Cc1ccc(CN=Cc2[nH]c3ccc(Br)c(Cl)c3c2O)cc1
    -3	-11	0	-2.6	9	230	3	-37	-3.4	3.9*
Cn1c(SCc2ccc(Br)cc2)nnc1-c1ccncc1
    -1	12	-2	1.0	-2	87	9	2	1.2	-0.2
O=c1c2ccccc2ccc2ccc(P(=O)(O)O)cc12
    -1	10	-1	-1.6	1	93	-2	1	-2.7	0.4
CCc1ccc(OCC(=O)Nc2ccc(-c3cc4ccccc4oc3=O)c(OC)c2)cc1
    1	-19	-14	-2.4	0	105	21	-6	0.5	0.2
S=c1[nH]nc(-c2ccccc2)n1/N=C/c1cccc(Br)c1
    10	0	-6	3.1	-14	98	-1	6	-0.8	0.1
Cc1cc(N)n2ncc(-c3ccc(Cl)cc3)c2n1
    2	-8	-17	-0.9	-1	102	-3	5	5.3	0.2
Cn1c(N)c(C(=O)COC(=O)/C=C/c2cccc(Cl)c2)c(=O)n(C)c1=O
    -1	4	6	-3.0	-2	93	2	9	-1.8	0.6
Cc1ccc(O)c(C(=O)c2cc(C#N)c(=O)n(C(C)c3ccccc3)c2)c1 (stereo not drawn)
    -6	8	-12	-0.4	-1	89	1	-3	-0.8	-0.3
CCSc1ncc(Cl)c(C(=O)Nc2cc(C)ccc2C)n1
    0	11	2	0.6	1	101	1	4	2.0	0.0
Nc1nc(CSc2ccccn2)nc(Nc2ccccc2)n1
    -4	-4	1	-2.2	2	97	-1	-5	-1.7	0.0
CC(C)C[C@@H](CN1CCCC1CN1C(=S)NC[C@@H]1Cc1ccccc1)N1C[C@H](Cc2ccccc2)N(CC2CCCCC2)C1=S (stereo partly drawn)
    9	.	.	.	5	98	.	-3	-1.8	0.1
CC(OC(=O)CN1C(=O)NC2(CCCCC2C)C1=O)c1ccccc1 (stereo not drawn)
    2	7	-1	-1.6	0	98	0	13	0.3	0.3
O=C(Nc1ccc(OC(F)(F)F)cc1)c1ccc(-n2cncn2)nc1
    1	18	4	0.5	-2	97	-1	-4	1.3	1.1
COc1cc(Br)c(CC(=O)NNC(=O)c2ccc(F)cc2)cc1OC
    -4	0	5	-2.2	-2	95	0	4	0.3	-0.1
COCC(C)NC(=O)c1noc2c1CCc1cc(OC)ccc1-2 (stereo not drawn)
    -3	6	-2	-1.9	2	96	-1	2	-2.2	0.2
O=C(O)C1CCC(Cn2c(SCc3cc(=O)n4ccccc4n3)nc3ccsc3c2=O)CC1 (stereo not drawn)
    -3	-56	-5	-3.1	0	89	-1	-3	0.7	-0.3
Brc1ccc(-c2nnc3sc(CN4CCN(c5ccccc5)CC4)cn23)cc1
    1	6	1	1.1	-2	103	0	-2	-2.2	0.2
CCCN1C(=O)c2cccc3c(N4CCCCC4)ccc(c23)C1=O
    -3	0	-12	0.5	0	215	-1	-10	-2.5	1.8
CCOC(=O)C1CCCN(C(=O)COc2ccc(C(=O)c3ccc(F)cc3)cc2)C1 (stereo not drawn)
    -10	4	-3	-3.4	0	88	-2	-6	-0.5	0.0

Values run as follows: m5-HT2A agonist	MC4R antag cAMP	Cardio protect	MC4R ag barr	Exocytosis inh	ABCB6 inh 2	N-glyco inh	ABHD5 PLIN5 PPI	iPSC survival up	aDG glyco up
C[C@@H](NC(=O)c1[nH]cnc1C(=O)Nc1ccccc1)c1ccccc1
    -5	10	24	-0.2	-23	83	2	-9	0.9	0.6
COc1ccc(N2CCN(CC(=O)Nc3ccc(C)cc3Br)CC2)cc1
    -1	3	0	1.2	12	104	4	4	-0.5	-0.1
O=C(CN1CCCC1)Nc1ccccc1Cl
    -1	2	-1	1.4	2	95	0	2	-1.9	-0.1
CC(C)C(=O)NCC(c1ccc2c(c1)OCO2)N1CCOCC1 (stereo not drawn)
    7	0	0	-1.6	0	100	2	4	-0.4	0.5
CCCC(=O)N(c1ccc2oc(C)c(C(C)=O)c2c1)S(=O)(=O)c1ccc(C)c([N+](=O)[O-])c1
    -1	6	-7	-2.1	3	93	-2	-4	-1.6	0.5

High-throughput results (PubChem)
